# aDG glyco act: increases alpha dystroglycan glycosylation; Pro5-aDG cells, alpha-DG glycosylation AlphaScreen (IIH6); 0% Pro5, 100% B10-LARGE cell signal; activation, % at 10 µM; 360,000 tested, 0.22% active; AID 624168;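 active = activation of at least 8% versus controls, or a plate z-score of at least 8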;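 also: Pro5 are CHO cells carrying HIG-tagged alpha-DG that lacks glycosylation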
# TLR9-MyD88 block: TLR9-MyD88 interaction inhibition; Q9NR96+Q99836; CHO BLA complementation TLR9-MyD88, CCF4 FRET ratio; inhibition, % at 4.98 µM; 340,000 tested, 0.21% active; AID 504734;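 active = inhibition above the mean over all tested compounds plus 3 SD, cut at about 21% in these data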;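 also: 0% = DMSO only wells and 100% = clavulanate BLA inhibitor control wells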
# ABHD5-PLIN5 inh: ABHD5-PLIN5 protein interaction inhibition; AID 602281; 360,000 tested, 0.78% active; Q00G26+Q8WTS1; Split G. princeps luciferase complementation, luminescence, 4 h; inhibition, % at 4 µM;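 active = inhibition above the mean inhibition across every tested compound plus 3 SD, cut at about 22% in these data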;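 also: 0% = DMSO only wells and the 100% control is not disclosed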
# MC4R ag barr: human MC4R agonism via beta-arrestin | P32245 | activation, % at 8.9 µM | AID 540308 | U2OS MC4R beta-arrestin complementation, luminescence; percent of melanotan II response, DMSO zero | 360,000 tested, 0.98% active;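 active = activation above a per-plate cutoff, the mean activation of sample wells on that plate plus 3 SD, cut at about 8% in these data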
# Target sequence (P32245 whole entry, looked up): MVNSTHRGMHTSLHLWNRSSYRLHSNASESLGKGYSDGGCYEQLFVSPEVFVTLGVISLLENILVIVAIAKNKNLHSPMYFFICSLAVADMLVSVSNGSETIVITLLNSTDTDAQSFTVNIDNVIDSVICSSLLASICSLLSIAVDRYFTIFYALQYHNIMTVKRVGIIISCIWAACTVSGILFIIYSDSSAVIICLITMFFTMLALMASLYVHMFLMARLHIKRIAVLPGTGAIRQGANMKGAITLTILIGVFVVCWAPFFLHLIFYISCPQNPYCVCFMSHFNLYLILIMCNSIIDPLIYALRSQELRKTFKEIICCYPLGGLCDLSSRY
# MC4R antagonist: blocks human MC4R cAMP signaling. 360,000 tested, 0.48% active. P32245. inhibition, % at 6.5 µM. MC4R-expressing cells, MTII-stimulated cAMP, LANCE TR-FRET;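 active = inhibition above its plate's cutoff, the mean of tested wells on that plate plus 3 SD, cut at about 29% in these data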;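 also: 0% = Melanotan II alone and 100% = Melanotan II plus saturating MCL0020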
#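 system = U2OS cells with stable human MC4R expression | also added = Melanotan II challenge after compound preincubation | dosing = one concentration, 6.5 µM nominal | incubation = compound 30 min, challenge 1 h, detection 1 h | measured by = TR-FRET with Eu-cAMP and labeled anti-cAMP, 671 nm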
# Granule exo inh: lytic granule exocytosis inhibition. 360,000 tested, 0.66% active. TALL-104 LAMP-1 surface exposure, flow cytometry; cells stimulated with thapsigargin and PMA. AID 651702. inhibition, % at 10 µM;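 active = inhibition above about 55%, limit read from the data; inconclusive = no clear call, values can overlap the other calls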
# NOD2-RIPK2 inh: NOD2-RIPK2 protein interaction inhibition | O43353 | CHO BLA complementation NOD2-RIPK2, CCF4 ratio | inhibition, % at 4.98 µM | 360,000 tested, 0.38% active; in the data active = inhibition above about 21%;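 also: 0% = vehicle only and 100% = reference blocker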
# Target sequence (O43353 whole entry, looked up): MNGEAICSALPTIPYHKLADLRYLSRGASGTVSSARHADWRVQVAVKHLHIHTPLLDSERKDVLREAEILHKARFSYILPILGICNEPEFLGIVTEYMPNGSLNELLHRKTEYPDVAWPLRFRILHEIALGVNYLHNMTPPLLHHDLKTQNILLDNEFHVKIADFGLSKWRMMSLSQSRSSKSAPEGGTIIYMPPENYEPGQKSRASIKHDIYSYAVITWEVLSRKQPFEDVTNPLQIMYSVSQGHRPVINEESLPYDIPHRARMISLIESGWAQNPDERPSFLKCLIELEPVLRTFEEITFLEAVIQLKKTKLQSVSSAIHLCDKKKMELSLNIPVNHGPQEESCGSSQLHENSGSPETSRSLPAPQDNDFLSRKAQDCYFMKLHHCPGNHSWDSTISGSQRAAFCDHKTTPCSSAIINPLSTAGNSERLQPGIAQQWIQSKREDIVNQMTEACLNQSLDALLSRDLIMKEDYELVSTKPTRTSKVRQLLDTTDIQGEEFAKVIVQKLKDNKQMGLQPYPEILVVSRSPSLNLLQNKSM
# ABCB6 inh MLPCN: inhibitors of human ABC transporter ABCB6 | Q9NP58 | K562-ABCB6 porphyrin accumulation, flow cytometry, 1 h; active compounds read low | fluorescence ratio to DMSO, % at 10 µM | 360,000 tested, 0.19% active;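 active = fluorescence ratio to DMSO below 75%, the collection mean minus 3 SD; inconclusive = too few cells collected in the well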;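 also: signal is porphyrin accumulated inside mitochondria; 100% equals median channel fluorescence of DMSO control wells; lower ratio means ABCB6 inhibition with less porphyrin fluorescence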
# Vif imaging: blocks HIV Vif function; inhibition, % at 7.49 µM; 340,000 tested, 0.35% active; AID 602346; HEK293T cells, Vif self-association by quenched fluorescence, imaging, 24 h; in the data active = inhibition above about 50%, passing the limit was not always enough; inconclusive = no clear call, values can overlap the other calls; inactive = below about 31%; also: some results filed as inactive read as strong as hits
# N-glyco inh: blocks N-linked glycosylation in D54 reporter cells. 360,000 tested, 0.23% active. reporter increase, % at 12.5 µM. D54 ERlucT glycosylation luciferase reporter, 24 h; percent of 100 nM tunicamycin response;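 active = mean luciferase reporter signal, scaled so untreated is 0 and the glycosylation-blocking control 100, at or above a set limit in every replicate; inconclusive = mean reaches the limit but not every replicate does; inactive = mean below the limit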;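 also: luciferase carries N-glycosylation sites so blocking glycosylation raises the light; 0% = median of neutral control wells and 100% = median of 100 nM tunicamycin wells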
# The depositor's hits bear a star; ? = inconclusive; . = not tested or not shown. Not all compounds are listed, so the mix of outcomes need not match the whole.
SMILES,aDG glyco act,TLR9-MyD88 block,ABHD5-PLIN5 inh,MC4R ag barr,MC4R antagonist,Granule exo inh,NOD2-RIPK2 inh,ABCB6 inh MLPCN,Vif imaging,N-glyco inh
COc1cccc(/C=N/NC(=O)CCn2cnc3ccccc32)c1,0.1,3,2,-0.8,-1,-7,1,101,11,0
Cc1ccc(N2CC(C(=O)N3CCC(C(=O)Nc4nnc(C(C)C)s4)CC3)CC2=O)cc1 (stereo unspecified),-0.1,-10,-3,-3.1,11,-4,-5,95,-10,3
CCOC(=O)c1ccccc1NC(=O)COc1ccccc1,-0.1,1,-5,-1.3,12,-5,2,83,-4,-1
CC1CC(C)CN(C(=O)CN2C(=O)NC3(CCCCCCC3)C2=O)C1 (stereo unspecified),1.0,7,-4,-1.2,10,1,-12,103,-3,-3
CCO/C(=C/c1sc2ccc(OC)cc2[n+]1CCCS(=O)(=O)[O-])CC,-0.2,-5,5,-1.1,4,-1,-6,98,-2,1
C[C@]12c3[nH]c4ccc(Cl)cc4c3CCN1C(=O)[C@@H](CC(=O)NCCc1ccccn1)C[C@@H]2C(=O)N1CCOCC1,0.3,-5,-6,0.3,-2,-3,-2,100,.,3
COc1ccc(S(=O)(=O)N2CCCCCC2)cc1C(=O)OCC(=O)NC(N)=O,0.1,-8,-5,1.4,5,-1,5,103,10,-3
CCOC(=O)c1nn(-c2ccccc2)c(=O)c2c(N)scc12,0.2,-3,25*,0.2,2,2,-5,96,-3,0
CC1OC(Oc2ccc3ccc(=O)oc3c2-c2c(O)ccc3cc(Oc4ccc5ccc(=O)oc5c4)c(=O)oc23)C(O)C(O)C1O (stereo unspecified),-0.3,1,0,-0.3,-7,7,-2,91,-5,3
COc1cccc(NC(=O)c2ccc3c(c2)N(C)CCS3)c1,1.7,12,2,0.7,-2,-3,5,98,-6,-9
O=C(O)c1ccc(N/N=C/c2ccc(C(F)(F)F)cc2)cc1,-0.1,1,-8,-0.6,1,6,-5,96,-6,-20
O=c1cc(-c2ccccc2Cl)oc2c([N+](=O)[O-])c(O)cc(O)c12,0.0,-2,0,-0.9,8,-1,-1,102,-21,-5
COc1ccc(CN(C(=O)c2snc(C(N)=O)c2N)C(C)C(=O)NCc2ccc(F)cc2)cc1 (stereo unspecified),-0.1,-17,-9,0.4,9,35,2,101,-9,-4
COc1ccc(OC)c(NC(=O)CN2CCC(NC(=O)c3ccccc3C)CC2)c1,0.0,-1,1,-1.1,10,-3,9,94,-9,0
C=CCn1c(Cc2cccs2)nnc1SC/C=C/c1ccccc1,0.2,5,0,-0.4,9,4,11,102,.,-3
Cc1ccc(S(=O)(=O)N2CCN(C(=O)c3cccs3)CC2)cc1C,0.0,10,0,-4.4,13,1,-5,91,-11,-4
CC(=O)c1ccc2c(c1)CC(C)C(=O)N2C (stereo unspecified),-0.5,3,-4,-2.2,-4,-3,-3,98,-5,2
O=C(COc1ccc(Cl)cc1)N(Cc1ccccc1)c1nc(-c2ccccc2)cs1,0.1,6,-2,0.0,-1,-2,-4,92,-12,2
NC(=O)c1ncn([C@@H]2O[C@H](CNCc3cccc4c3sc3ccccc34)[C@@H](O)[C@H]2O)n1,0.0,-4,-1,0.5,5,12,-4,99,0,2
COc1ccc(-c2noc(CCC(=O)NCCN(C)Cc3ccccc3)n2)cc1,0.0,-6,-11,-0.3,6,8,0,197,.,-2

# Exported as tab-separated lines: part of the list above
structure	aDG glyco act	TLR9-MyD88 block	ABHD5-PLIN5 inh	MC4R ag barr	MC4R antagonist	Granule exo inh	NOD2-RIPK2 inh	ABCB6 inh MLPCN	Vif imaging	N-glyco inh
O=C(O)c1ccc(N/N=C/c2ccc(C(F)(F)F)cc2)cc1	-0.1	1	-8	-0.6	1	6	-5	96	-6	-20
O=c1cc(-c2ccccc2Cl)oc2c([N+](=O)[O-])c(O)cc(O)c12	0.0	-2	0	-0.9	8	-1	-1	102	-21	-5

# New compounds follow.
SMILES,aDG glyco act,TLR9-MyD88 block,ABHD5-PLIN5 inh,MC4R ag barr,MC4R antagonist,Granule exo inh,NOD2-RIPK2 inh,ABCB6 inh MLPCN,Vif imaging,N-glyco inh
CN(Cc1cccc(Cl)c1)C(=O)C1CCC(=O)N(C2CC2)C1 (stereo unspecified),0.0,-14,-11,-0.8,3,-4,-10,103,2,1
CCCCCCC(C)NC(=S)Nc1cc(S(=O)(=O)N(C)C)ccc1C (stereo unspecified),0.2,6,-5,-2.9,2,2,2,77,-5,-7
COc1ccc(/C=C(\NC(=O)c2ccc(C)cc2)C(=O)NCCCn2ccnc2)cc1OC,0.0,5,12,-1.6,-6,-7,-17,88,0,4
CCn1c(COc2ccccc2C)nnc1SCC(=O)Nc1cc(C)on1,-0.2,5,6,0.6,-7,-3,-14,100,-6,0
CCCNC(=O)CSc1nc(-c2cccs2)cc(C(F)(F)F)n1,0.4,7,2,2.5,1,1,2,89,0,-4
CCCC(C(=O)NNC(=O)c1cc(C)oc1C)c1ccccc1 (stereo unspecified),-0.2,3,-4,-0.3,1,4,2,94,0,0
Cc1ccsc1C1C(C(=O)O)c2ccccc2C(=O)N1C (stereo unspecified),0.1,0,-8,-1.8,-4,1,1,104,14,1
CCC(=O)NCCCCNC(=O)CC,-0.2,-1,-4,2.0,-3,3,-5,98,5,0
CCOC(=O)COc1c(Cl)cc(/C=C2\N=C(C)OC2=O)cc1OC,-0.2,-6,-1,-2.3,7,13,-6,96,-1,1
Nc1ccc2oc(-c3ccccc3Cl)cc(=O)c2c1O,-0.4,-3,-1,-2.6,-1,-2,-13,96,1,-3
Cc1cc[n+]2n1CC(O)C2 (stereo unspecified),-0.1,.,2,-2.0,4,0,-4,95,.,2
CCOc1ccc2nc(NC(=O)Cc3cccs3)sc2c1,-0.1,-5,3,2.6,-3,3,10,89,2,-2
O=C(Cc1c[nH]c2ccccc12)OCC(=O)c1ccccc1,0.0,-1,1,0.0,-2,-11,3,94,37,0
CCCCn1nc(C(=O)N2CCc3ccccc32)c2ccccc2c1=O,0.2,-9,-3,-1.0,9,0,5,102,-2,-2
Cc1cn([C@H](C(=O)NCCCCCCCCCCC(=O)N2CCNCC2)[C@@H](C)O)nn1,-0.2,-6,9,-1.3,6,-2,-3,101,-3,-1
O=C(c1ccc(COc2ccccc2Br)o1)N1N=C(C(F)F)CC1(O)C(F)F (stereo unspecified),0.4,-2,-6,15*,13,-3,1,96,0,-3
CC(=O)NCCc1ccc(C(=O)Cn2cnc3ccccc3c2=O)cc1,-0.1,-8,2,-0.7,-3,-16,-18,92,-3,1
COC(=O)c1cc(C(=O)OC)n(Cc2ccc(Br)cc2)n1,0.1,-3,0,-1.1,-5,-1,-6,84,-2,3
O=C(COc1ccccc1)Nc1ccccc1N1CCN(c2ccc(F)cc2)CC1,0.0,-3,1,1.0,-3,-2,-12,93,1,-2
COc1ccccc1N=c1sc2ccccc2n1C,-0.1,2,-7,-1.5,-1,-2,10,101,2,-3
CCN(Cc1ccccc1)C(=O)c1ccc(CS(=O)c2ccccc2C)o1 (stereo unspecified),-0.1,-3,-7,-0.3,19,10,-7,100,0,-2
CCCn1nnnc1NCc1cccc(OC)c1OCC,-0.1,-6,15,1.1,11,12,-4,100,8,1
CC(NC(=O)Nc1ccc2c(c1)OCO2)C1CCCO1 (stereo unspecified),-0.2,-2,-1,-2.7,3,-1,-1,94,-6,0
O=C(NCCS(=O)(=O)N1CCN(c2ccccc2)CC1)c1cccc(F)c1,0.2,-9,2,-2.1,3,-3,-13,97,-2,2
O=C(O)c1cnn(-c2nc(-c3ccc(Br)cc3)cs2)c1C(F)(F)F,-0.2,0,-2,-0.3,32*,11,-2,101,-12,3
N/C(=N/OC(=O)c1ccccc1F)c1nonc1N,-0.4,6,4,-2.0,12,1,-8,101,0,0
COc1ccc(-c2nn(-c3ccccc3)cc2/C=C2/SC(=S)N(CCC(=O)O)C2=O)c(C)c1,-0.2,-13,-2,0.9,14,5,-8,94,-2,2
Cc1ccc(-c2noc(CCC(=O)NCCN3CCc4ccccc4C3)n2)cc1,0.9,-2,-8,-2.2,0,-2,4,97,-10,-2
COc1ccc(N(CC(=O)NC2CCCC2)C(=O)Cn2nnc(-c3ccc(OC)c(OC)c3)n2)c(OC)c1,0.1,4,4,-1.6,13,-22,-5,96,?,-2
C[C@@H]1CCCCO[C@H](CN(C)Cc2ccc(Cl)c(Cl)c2)[C@H](C)CN([C@@H](C)CO)C(=O)c2cc(NC(=O)Nc3ccc(F)cc3)ccc2O1,2.4,-5,9,1.2,8,40,-5,104,3,-7
FC(F)(F)c1ccc(-c2csc(-c3ccno3)n2)cc1,0.1,-5,-1,-1.1,-4,0,-12,100,0,2
CCOC(=O)c1cc(-c2ccccc2)sc1NC(=O)CCN1C(=O)c2ccccc2C1=O,0.2,4,1,3.9,-1,5,-2,89,-4,0
O=C(c1ccco1)N1CCc2[nH]nc(-c3ccc(Cl)cc3)c2C1,-0.3,-12,7,-0.1,7,16,0,103,1,4
O=C1CCC(O)CCN1CCSc1ccccc1 (stereo unspecified),0.2,-1,4,-0.8,0,-1,-5,100,-6,0
CCOc1ccccc1C(=O)Nc1ccccc1C(N)=O,-0.2,-11,0,-1.2,2,-2,-4,96,-4,2
CN(C(=O)C1CCOC1)c1nnc(-c2ccccn2)s1 (stereo unspecified),0.2,0,3,2.5,-4,2,-8,95,35,3
Cc1ccc(NC(=O)CSc2nnnn2C)cc1S(=O)(=O)N1CCCCC1,0.4,-5,6,-2.1,-1,-6,-3,96,.,0
Nc1c(N(CCC2=CCCCC2)C(=O)Cc2ccccc2F)c(=O)[nH]c(=O)n1Cc1ccccc1,0.4,3,-7,-0.3,4,-2,3,101,-4,-3
O=C(CCNS(=O)(=O)c1ccc(Cl)cc1)N1CCCC1,0.0,-1,2,0.4,-4,-15,-4,99,-11,1
COCCn1nnnc1C(c1cc(OC)ccc1OC)N1CCc2ccccc2C1 (stereo unspecified),0.7,-4,-3,0.4,4,1,3,101,4,1
CCN(C(=O)CSc1nc(N)cc(=O)[nH]1)C1CCS(=O)(=O)C1 (stereo unspecified),0.1,-7,-3,-1.3,0,6,2,99,15,3
C/C(N)=C(/C#N)C(=O)COC(=O)c1ccccc1Cc1ccccc1,-0.2,1,4,0.2,9,-1,1,89,5,-6
COc1ccc(NS(=O)(=O)c2cccc(C(=O)NNC(=O)c3cncc(Br)c3)c2)cc1,0.2,-5,10,-2.7,-5,-5,-5,96,-4,3
CCC(NC(=O)NC1CCCCC1)c1ccccc1 (stereo unspecified),-0.4,-5,-6,-1.1,-2,-1,-17,104,-3,-3
O=C(NC(=S)Nc1nc(-c2cccc([N+](=O)[O-])c2)cs1)c1cc(Cl)ccc1Cl,0.6,0,12,4.3,-7,1,-8,94,4,0
Cc1ccc(S(=O)(=O)NC(=O)NC(C)c2ccc(F)cc2)cc1 (stereo unspecified),0.0,12,1,-2.3,0,-15,6,98,24,0
CCCN(C(=O)/C=C/c1ccco1)c1c(N)n(Cc2ccccc2)c(=O)[nH]c1=O,0.0,-1,-2,-3.8,2,-2,6,93,6,2

# Bioassay records deposited in PubChem BioAssay by several laboratories.
